Screens deposited in PubChem by National Center for Advancing Translational Sciences (NCATS).
LDHA block = blocks human lactate dehydrogenase A | P00338 | purified LDHA, NADH/diaphorase-resazurin fluorescence; hits give low values | 480,000 compounds, 0.15% hits | activity change, % (values are at about 110 or 230 µM); in the data active = activity change below about -30%; inconclusive = mostly about -25% to -30%;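 also: plate controls were DMSO wells for no effect and wells without enzyme for full effect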
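Human LDH5 at 2 nM final in Tris HCl pH 7.4 with 0.06 mM NADH and 0.2 mM pyruvate, reacted 5 minutes at room temperature. Remaining NADH coupled via diaphorase/resazurin; resorufin fluorescence read at 0 and 20 minutes, normalized to enzyme-free and DMSO wells.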
POLK inh = blocks human DNA polymerase kappa activity. Q9UBT6. purified Pol kappa, fluorescent DNA synthesis assay, 10 min. Potency, µM (doses to about 107 µM), for inactives: at the top dose activity, negative = inhibition, actives largely listed as inhibitors. 400,000 compounds, 0.53% hits. AID 588579; also: potency is read from the fitted curve at half-maximal effect; % is scaled to controls: 0 for no effect and ±100 for the full control effect
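Kinetic fluorescence screen: compound preincubated 15 min RT with 10 nM enzyme; 50 nM substrate (final) initiates; reads at 0/10 min.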
12-LOX inh = blocks human arachidonate 12S-lipoxygenase; AID 1671190; 580,000 compounds, 1.1% hits; P18054; Potency, µM (highest dose often 108 µM), without a hit: at the highest dose activity change, negative = inhibition, most hits filed as inhibitors; purified 12hLO, xylenol orange hydroperoxide absorbance; also: potency is read from the fitted curve at half-maximal effect; % is scaled to controls: 0 for no effect and ±100 for the full control effect
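Hydroperoxide product was detected by ferrous iron/xylenol orange as the 573 to 405 nm absorbance ratio. Arachidonic acid at 40 uM (final) was turned over for 30 min at room temperature by 150 nM human 12hLO, pH 7.0 Hepes buffer, after 15 min compound preincubation.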
ERG Ets-DNA blk = blocks human ERG Ets domain binding to DNA | Potency, µM (titrated, usually from 76.9 µM), for the others: at the top dose FP activity, negative = inhibition, most hits filed as inhibitors | fluorescence polarization, His-ERG Ets domain / labelled DNA | 370,000 compounds, 0.028% hits | P11308; active = well fitted inhibition curve with a large enough effect in the polarisation, with a control signal flat; inconclusive = small, poorly fitted or top-dose-only effect, or effect the other way, or a change in a side signal; inactive = no such curve, though single readings can be large or run the other way; the % refers to the polarisation;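 also: polarization taken with two DNA probes labelled with fluorescein and Texas red; potency is read from the fitted curve at half-maximal effect; % of control where 0% means no effect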
Target sequence (P11308 whole entry, looked up, the tested form may be a part): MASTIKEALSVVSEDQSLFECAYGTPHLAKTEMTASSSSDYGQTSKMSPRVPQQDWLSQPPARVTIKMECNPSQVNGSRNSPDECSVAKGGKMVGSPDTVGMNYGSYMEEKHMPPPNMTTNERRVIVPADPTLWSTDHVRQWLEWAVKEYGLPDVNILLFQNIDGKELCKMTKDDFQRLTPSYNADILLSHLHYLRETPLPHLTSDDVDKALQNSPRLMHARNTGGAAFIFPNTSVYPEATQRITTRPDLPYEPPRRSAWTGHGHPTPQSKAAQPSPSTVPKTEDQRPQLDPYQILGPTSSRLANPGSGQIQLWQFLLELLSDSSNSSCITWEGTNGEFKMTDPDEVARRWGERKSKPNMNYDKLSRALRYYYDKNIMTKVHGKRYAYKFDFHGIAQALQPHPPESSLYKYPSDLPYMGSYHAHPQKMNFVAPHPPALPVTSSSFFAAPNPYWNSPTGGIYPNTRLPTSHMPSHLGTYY
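His-tagged ERG Ets domain (1 uM in the protein solution; 300mM KCl, 50mM Tris-HCl, 1mM EDTA, 1mM DTT, pH 7.5) received compound, then a probe mix of 5 nM fluorescein-DNA and 100nM Texas-615-DNA. Fluorescence polarization was read for both dyes.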
APE1 inh = inhibitors of human APE1 endonuclease; P27695; recombinant APE1, TAMRA/BHQ-2 abasic DNA cleavage fluorescence; Potency, µM (titrated, usually from 65.8 µM), without a hit: at the highest dose activity change, negative = inhibition, most hits filed as inhibitors; 350,000 compounds, 0.35% hits; AID 2517;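 also: potency is read from the fitted curve at half-maximal effect; plate controls were vehicle for no effect and reference inhibitor for full effect; nearly all actives have a fitted effect of over 55% in size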
Target sequence (P27695 whole entry, looked up): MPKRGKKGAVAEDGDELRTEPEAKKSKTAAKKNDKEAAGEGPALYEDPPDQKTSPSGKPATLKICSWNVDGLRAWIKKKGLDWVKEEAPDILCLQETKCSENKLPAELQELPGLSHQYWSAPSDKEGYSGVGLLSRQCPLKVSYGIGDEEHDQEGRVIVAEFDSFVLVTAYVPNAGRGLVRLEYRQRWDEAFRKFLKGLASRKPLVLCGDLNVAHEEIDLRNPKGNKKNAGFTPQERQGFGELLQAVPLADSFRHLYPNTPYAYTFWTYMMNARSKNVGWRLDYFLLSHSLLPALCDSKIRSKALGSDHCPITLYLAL
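Compound pre-exposure to 0.75 nM APE1, 15 min at ambient temperature. Reaction initiated with 50 nM TAMRA/BHQ-2 THF substrate, read immediately in kinetic mode, 525 nm excitation, 598 nm emission.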
Apoferritin bind = binds horse apoferritin like a general anesthetic; apoferritin/1-aminoanthracene competitive binding, fluorescence; Potency, µM (doses to about 77.5 µM), for the others: at the highest dose activity change, negative = displacement, actives largely listed as inhibitors; 350,000 compounds, 0.074% hits; also: potency is read from the fitted curve at half-maximal effect; % is scaled to controls: 0 for no effect and ±100 for the full control effect; nearly all actives have a fitted effect of over 20% in size
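In PBS, apoferritin at 10 uM is loaded with 1-AMA from a 50% saturated solution. After 10 min of compound exposure at ambient temperature, reduced 535 nm fluorescence indicates probe displacement.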
Pol eta inh = DNA polymerase eta (human) inhibition; recombinant Pol eta, fluorescent DNA replication assay; 390,000 compounds, 1.2% hits; Q9Y253; Potency, µM (top dose mostly 114 µM), without a hit: at the top dose activity change, negative = inhibition, hits mostly inhibitors; AID 588591; also: potency is read from the fitted curve at half-maximal effect; % is scaled to controls: 0 for no effect and ±100 for the full control effect
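Pol eta (10 nM) was preincubated with compounds for 15 min at room temperature, after which fluorescent replication substrate (50 nM final) was added to start the reaction. Fluorescence was read kinetically at 0 and 10 min.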
Pol beta inh = blocks human DNA polymerase beta activity. Pol beta primer extension/strand displacement, fluorescence kinetic. P06746. 340,000 compounds, 1.3% hits. Potency, µM (top dose mostly 114 µM), for inactives: at the top dose activity change, negative = inhibition, most hits filed as inhibitors. AID 485314; also: potency is read from the fitted curve at half-maximal effect; % is scaled to controls: 0 for no effect and ±100 for the full control effect
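Values derive from four-parameter Hill fits of normalized kinetic data: reads at 0 and 10 min following addition of 50 nM substrate to 10 nM Pol beta preincubated 15 min with compound.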
RGS4 inh = inhibitors of human regulator of G protein signaling 4 | P49798 | Transcreener GDP fluorescence polarization, RGS4-accelerated GTP hydrolysis | Potency, µM (series often up to 114 µM), inactives show at the top dose activity change, negative = inhibition, hits mostly inhibitors | 390,000 compounds, 0.039% hits | AID 504845; also: potency is read from the fitted curve at half-maximal effect; % is scaled to controls: 0 for no effect and ±100 for the full control effect; nearly all actives have a fitted effect of over 75% in size; some results filed as inactive show a strong effect at the top dose
Target sequence (P49798 whole entry, looked up): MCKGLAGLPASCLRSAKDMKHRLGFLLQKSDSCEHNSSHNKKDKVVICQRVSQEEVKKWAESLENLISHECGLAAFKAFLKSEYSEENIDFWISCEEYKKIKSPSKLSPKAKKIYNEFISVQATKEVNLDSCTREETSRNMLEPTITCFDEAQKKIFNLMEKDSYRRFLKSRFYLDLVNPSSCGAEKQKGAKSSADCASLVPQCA
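MLSMR compounds (23 nl, pin-transferred) preincubated 10 min at room temperature with a 500nM (2x) first reagent, then RGS4 at 900nM (2x) plus Transcreener GDP mix added; fluorescence polarization (620/688 nm) read before and after 90 min at 30 °C.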
Active calls of the source: *; ? = inconclusive; . = no result given; & = joins results of further samples; [ ] = dose if it differs, or a comment. Unless noted, calls follow the shape of the dose curve; as a rule, active = well fitted curve in the direction sought with a large enough effect; inconclusive = small, poorly fitted or top-dose-only effect, or another doubt; inactive = no such curve, though single readings can be large; an effect the other way counts as inactive or inconclusive. This is a subset; the hit share may differ from the screen's.

[1] CC(C)(C)C(=O)NC(=C(Cl)Cl)P(=O)(O)O
[2] COc1ccc(CC(=O)Oc2ccccc2C)cc1
[3] COc1cc2c(cc1OC)[C@@H]1Cc3cc4c(cc3[C@H](C2)N1C)OCO4
[4] Clc1ccc(-c2nnc(COc3ncnc4sccc34)o2)cc1
[5] CC(NC(=O)CN(C1CCCCC1)S(C)(=O)=O)c1ccccc1 (centres undefined)
entry no.,1,2,3,4,5
LDHA block,-8,-2,-5,-9,-2
POLK inh,15%,1%,-18%,-2%,-7%
12-LOX inh,?,0%,1%,?,0%
ERG Ets-DNA blk,-1%,13%,-2%,1%,?
APE1 inh,29%,-22%,?,5%,4%
Apoferritin bind,-6%,-18%,-2%,2%,-8%
Pol eta inh,-6%,-19%,-14%,-17%,4%
Pol beta inh,20%,40%,0%,4%,-2%
RGS4 inh,-30%,-11%,10%,-18%,-34%

[6] COc1ccc(NCc2cc3cc4c(cc3n(CC(=O)Nc3ccccc3)c2=O)OCO4)cc1
[7] O=C(/C=C/c1cn(CC(O)CN2CCCCCC2)c2ccccc12)c1cccs1 (centres undefined)
[8] Cc1ccc(NC(=O)CN(Cc2ccccc2)S(C)(=O)=O)cc1C
[9] CCC(C)OC(=O)C1=C(C)NC(=O)NC1c1ccc(F)cc1 (centres undefined)
[10] c1cc(SSc2ccncc2)ccn1
entry no.,6,7,8,9,10
LDHA block,31,-4,0,-8,-6
POLK inh,4%,-8%,-2%,0%,-5%
12-LOX inh,1%,?,3%,4%,6.3µM*
ERG Ets-DNA blk,1%,6%,5%,.,1%
APE1 inh,.,-3%,-5%,1%,62%[activator]
Apoferritin bind,-2%,-2%,-13%,?,0%
Pol eta inh,-10%,?,-7%,-4%,-3%
Pol beta inh,11%,1%,10%,12%,2%
RGS4 inh,-31%,-6%,-1%,-17%,-94%

[11] COC(=O)N1CC(=O)N(OC)C1c1ccc(Cl)cc1Cl (centres undefined)
[12] Cc1ccc(CSCC(=O)NCc2ccc3c(c2)OCO3)cc1
[13] Cc1ccc(SC(C)C(=O)N2CCN(c3ccccc3)CC2)cc1 (centres undefined)
[14] Fc1ccccc1N1CCN(c2nc3ccccc3c3nc(-c4ccccc4)nn23)CC1
[15] O=C(Nc1nnc(-c2ccccc2)o1)c1ccc(Cl)cc1
entry no.,11,12,13,14,15
LDHA block,-10,-5,-2,-3,2
POLK inh,4%,-8%,-6%,12%,-18%
12-LOX inh,-27%,-10%,-11%,-16%,12%
ERG Ets-DNA blk,0%,3%,2%,3%,-11%
APE1 inh,-4%,2%,22%,.,4%
Apoferritin bind,-11%,-7%,-13%,4%,-4%
Pol eta inh,-19%,-7%,-19%,-16%,-1%
Pol beta inh,12%,1%,?,38%,1%
RGS4 inh,1%,14%,21%,25%,7%

[16] CC(=O)Nc1ccc(S(=O)(=O)Nc2ccc3c(c2)OCO3)cc1
[17] O=S(=O)(NN1CCOCC1)c1cc(Cl)cc(Cl)c1O
[18] CCc1cccc(NC(=O)c2nnn(Cc3ccc(SC)cc3)c2N)c1
[19] CC1CCc2[nH]c3ccc(C(=O)N4CCCC(C(F)(F)F)C4)cc3c2C1 (centres undefined)
[20] CCSc1nc2nccnc2c(=O)[nH]1
entry no.,16,17,18,19,20
LDHA block,6,2,-15,-3,-4
POLK inh,2%,-1%,-15%,-14%,-4%
12-LOX inh,-2%,-14%,-4%,13%,?
ERG Ets-DNA blk,12%,9%,1%,-7%,0%
APE1 inh,31%,23%,.,-26%,.
Apoferritin bind,-3%,-2%,?,.,.
Pol eta inh,-18%,-6%,-13%,-12%,-18%
Pol beta inh,18%,1%,-18%,.,.
RGS4 inh,3%,-19%,10%,-4%,-25%

[21] CCCn1c2ccc(F)cc2c2nnc(NN)nc21
[22] Cc1cccc(N2CCN(S(=O)(=O)c3ccc(-c4coc(C)n4)cc3)CC2C)c1 (centres undefined)
[23] CCOCCCNC(=S)NCCCNc1nc2c(C)cc(C)cc2cc1C#N
[24] CC1=NN(C(=S)Nc2ccccc2)C(c2ccccc2)C1 (centres undefined)
[25] Cn1nc(C(=O)OCC(=O)N(Cc2ccccc2)C(C)(C)C)c2ccccc2c1=O
entry no.,21,22,23,24,25
LDHA block,-15,2&4,8,-14,-1&-1
POLK inh,-10%,0%,-5%,-12%,-12%
12-LOX inh,32%[activator],-2%&2%,?,8%,?
ERG Ets-DNA blk,9%,11%,4%,3%,-1%
APE1 inh,-1%,-20%,10%,-2%,14%
Apoferritin bind,-21%,-15%,72%[activator],-9%,.
Pol eta inh,-14%,-7%,-6%,-14%,-7%
Pol beta inh,7%,1%,27%,6%,.
RGS4 inh,-23%,1%,?,16%,-24%

[26] CCCCn1c(SCC(=O)Nc2nc(C)cs2)nnc1-c1cccnc1
[27] O=c1ccc(S(=O)(=O)N2CCCC2)cn1Cc1ccc(F)cc1
[28] CC(Sc1nnc(-c2cc3ccccc3o2)n1-c1ccccc1)C(=O)O (centres undefined)
[29] COc1ccc(C2CC(c3cccs3)=NN2C(=O)CSc2nncs2)cc1OC (centres undefined)
[30] Cc1ccc2cc(CCNC(=O)C(=O)c3c(C)[nH]c4ccccc34)c(=O)[nH]c2c1
entry no.,26,27,28,29,30
LDHA block,-2,-5,-7,4,1
POLK inh,-7%,3%,-13%,1%,-2%
12-LOX inh,-3%,?,-8%,-16%,-13%
ERG Ets-DNA blk,-7%,3%,0%,-8%,-8%
APE1 inh,0%,-9%,-1%,19%,-2%
Apoferritin bind,-7%,.,-4%,-7%,-11%
Pol eta inh,-16%,-4%,-14%,-8%,-16%
Pol beta inh,-1%,.,-1%,21%,18%
RGS4 inh,28%,12%,-22%,1%,14%

[31] Cc1ccc(C(=O)C(OC(=O)COc2ccccc2C)c2ccccc2)cc1 (centres undefined)
[32] N/C(=N\OC(=O)CCc1ccccc1)c1cccnc1
[33] Cc1oc(C)c(C(=O)Nc2ccc(CC(=O)O)cc2)c1C(=O)Nc1ccc(CC(=O)O)cc1
[34] Cc1ccc(Cl)cc1-n1ncc2c(NCc3ccc(F)cc3)ncnc21
[35] CCCN(CCC)c1nc(NC2CCN(C(=O)OCC)CC2)nc(OC)n1
entry no.,31,32,33,34,35
LDHA block,-13,-7,3,-9,-4
POLK inh,-6%,-15%,-7%,-6%[60.1 µM],-6%
12-LOX inh,-2%,-8%,0%[57.4 µM],-4%,-6%
ERG Ets-DNA blk,-3%,5%,4%,-4%,-8%
APE1 inh,9%,-4%,0%,.,8%
Apoferritin bind,-17%,-12%,8%,-2%,-22%
Pol eta inh,-8%,-3%,8%,-20%,-10%
Pol beta inh,5%,-1%,-14%,?,5%
RGS4 inh,6%,16%,-11%,27%,-41%

[36] Cn1c(=S)c2[nH]c(SCCN3CCCC3)nc2n(C)c1=O
[37] S=C1NCN(Cc2ccccc2)CN1C1CCCCC1
[38] CCOc1ccc(CC(=NCCc2ccccc2)C2=C(O)CC(C)(C)CC2=O)cc1OCC
[39] O=C(NCCCO)/C(=C/c1ccc(-c2cccc([N+](=O)[O-])c2)o1)NC(=O)c1ccccc1
[40] O=C(C1CCN(Cc2ccccc2O)CC1)N1CCN(Cc2ccc3c(c2)OCO3)CC1
[41] COCCn1c(SCC(=O)Nc2ccccc2F)nnc1-c1ccoc1C
[42] CC(=O)c1ccc(NC(=S)Nc2ccc3cn[nH]c3c2)cc1
[43] COc1ccc(C(c2sc3nc(C)nn3c2O)N2CCC3(CC2)OCCO3)cc1 (centres undefined)
entry no.,36,37,38,39,40,41,42,43
LDHA block,1,-2,1,-9,-17,-11,15,-7
POLK inh,-4%,3%,-5%,-8%,-4%,-2%,-10%,0%
12-LOX inh,-16%,?,0%,-5%,-24%,-10%,-25%,-9%
ERG Ets-DNA blk,-14%,9%,-12%,7%,-2%,2%,0%,3%
APE1 inh,?,5%,0%,4%,17%,6%,1%,-1%
Apoferritin bind,0%,-4%,2%,-12%,-5%,5%,-5%,-8%
Pol eta inh,2%,-8%,-16%,-19%,-5%,-2%,-22%,-14%
Pol beta inh,26%,0%,3%,?,28%,-4%,12%,20%
RGS4 inh,-40%,-6%,18%,-1%,21%,6%,-46%,-20%

Grouped by structure: the entries above with a Cl atom.
[1] CC(C)(C)C(=O)NC(=C(Cl)Cl)P(=O)(O)O
[4] Clc1ccc(-c2nnc(COc3ncnc4sccc34)o2)cc1
[11] COC(=O)N1CC(=O)N(OC)C1c1ccc(Cl)cc1Cl (centres undefined)
[15] O=C(Nc1nnc(-c2ccccc2)o1)c1ccc(Cl)cc1
[17] O=S(=O)(NN1CCOCC1)c1cc(Cl)cc(Cl)c1O
[34] Cc1ccc(Cl)cc1-n1ncc2c(NCc3ccc(F)cc3)ncnc21
entry no.,1,4,11,15,17,34
LDHA block,-8,-9,-10,2,2,-9
POLK inh,15%,-2%,4%,-18%,-1%,-6%[60.1 µM]
12-LOX inh,?,?,-27%,12%,-14%,-4%
ERG Ets-DNA blk,-1%,1%,0%,-11%,9%,-4%
APE1 inh,29%,5%,-4%,4%,23%,.
Apoferritin bind,-6%,2%,-11%,-4%,-2%,-2%
Pol eta inh,-6%,-17%,-19%,-1%,-6%,-20%
Pol beta inh,20%,4%,12%,1%,1%,?
RGS4 inh,-30%,-18%,1%,7%,-19%,27%
